SKN-1 inh – blocks SKN-1 activity in C. elegans; 360,000 compounds, 0.49% hits; inhibition, % at 21.8 µM; AID 624304; C. elegans VP596 Pgst-4::GFP/RFP ratio, acrylamide-induced, 24 h;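 active = interference check ratio from 0.5 to 1.5 plus GFP to RFP signal ratio inhibition reaching or exceeding a fixed threshold, cut at about 30% in these data, passing the limit was not always enough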; also: some compounds called inactive have numbers as strong as hits
MsrA act – activates bovine MsrA enzyme | purified bovine MsrA, absorbance read-out | activation, % at 10.6 µM | 360,000 compounds, 0.3% hits; in the data active = activation above about 7.5%;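 also: 0% = vehicle and 100% = reference activator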
FAS TE block – inhibitors of human fatty acid synthase thioesterase domain; recombinant FAS-TE, OMFH fluorogenic substrate, fluorescence endpoint; inhibition, % at 15 µM; P49327; 360,000 compounds, 0.67% hits; AID 602261;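 active = compounds whose normalised, plate-corrected inhibition of enzyme fluorescence in the single-dose primary screen is 50% or more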;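 also: 0% = DMSO with enzyme and 100% = substrate without enzyme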
Target sequence (P49327 whole entry, looked up, the tested form may be a part): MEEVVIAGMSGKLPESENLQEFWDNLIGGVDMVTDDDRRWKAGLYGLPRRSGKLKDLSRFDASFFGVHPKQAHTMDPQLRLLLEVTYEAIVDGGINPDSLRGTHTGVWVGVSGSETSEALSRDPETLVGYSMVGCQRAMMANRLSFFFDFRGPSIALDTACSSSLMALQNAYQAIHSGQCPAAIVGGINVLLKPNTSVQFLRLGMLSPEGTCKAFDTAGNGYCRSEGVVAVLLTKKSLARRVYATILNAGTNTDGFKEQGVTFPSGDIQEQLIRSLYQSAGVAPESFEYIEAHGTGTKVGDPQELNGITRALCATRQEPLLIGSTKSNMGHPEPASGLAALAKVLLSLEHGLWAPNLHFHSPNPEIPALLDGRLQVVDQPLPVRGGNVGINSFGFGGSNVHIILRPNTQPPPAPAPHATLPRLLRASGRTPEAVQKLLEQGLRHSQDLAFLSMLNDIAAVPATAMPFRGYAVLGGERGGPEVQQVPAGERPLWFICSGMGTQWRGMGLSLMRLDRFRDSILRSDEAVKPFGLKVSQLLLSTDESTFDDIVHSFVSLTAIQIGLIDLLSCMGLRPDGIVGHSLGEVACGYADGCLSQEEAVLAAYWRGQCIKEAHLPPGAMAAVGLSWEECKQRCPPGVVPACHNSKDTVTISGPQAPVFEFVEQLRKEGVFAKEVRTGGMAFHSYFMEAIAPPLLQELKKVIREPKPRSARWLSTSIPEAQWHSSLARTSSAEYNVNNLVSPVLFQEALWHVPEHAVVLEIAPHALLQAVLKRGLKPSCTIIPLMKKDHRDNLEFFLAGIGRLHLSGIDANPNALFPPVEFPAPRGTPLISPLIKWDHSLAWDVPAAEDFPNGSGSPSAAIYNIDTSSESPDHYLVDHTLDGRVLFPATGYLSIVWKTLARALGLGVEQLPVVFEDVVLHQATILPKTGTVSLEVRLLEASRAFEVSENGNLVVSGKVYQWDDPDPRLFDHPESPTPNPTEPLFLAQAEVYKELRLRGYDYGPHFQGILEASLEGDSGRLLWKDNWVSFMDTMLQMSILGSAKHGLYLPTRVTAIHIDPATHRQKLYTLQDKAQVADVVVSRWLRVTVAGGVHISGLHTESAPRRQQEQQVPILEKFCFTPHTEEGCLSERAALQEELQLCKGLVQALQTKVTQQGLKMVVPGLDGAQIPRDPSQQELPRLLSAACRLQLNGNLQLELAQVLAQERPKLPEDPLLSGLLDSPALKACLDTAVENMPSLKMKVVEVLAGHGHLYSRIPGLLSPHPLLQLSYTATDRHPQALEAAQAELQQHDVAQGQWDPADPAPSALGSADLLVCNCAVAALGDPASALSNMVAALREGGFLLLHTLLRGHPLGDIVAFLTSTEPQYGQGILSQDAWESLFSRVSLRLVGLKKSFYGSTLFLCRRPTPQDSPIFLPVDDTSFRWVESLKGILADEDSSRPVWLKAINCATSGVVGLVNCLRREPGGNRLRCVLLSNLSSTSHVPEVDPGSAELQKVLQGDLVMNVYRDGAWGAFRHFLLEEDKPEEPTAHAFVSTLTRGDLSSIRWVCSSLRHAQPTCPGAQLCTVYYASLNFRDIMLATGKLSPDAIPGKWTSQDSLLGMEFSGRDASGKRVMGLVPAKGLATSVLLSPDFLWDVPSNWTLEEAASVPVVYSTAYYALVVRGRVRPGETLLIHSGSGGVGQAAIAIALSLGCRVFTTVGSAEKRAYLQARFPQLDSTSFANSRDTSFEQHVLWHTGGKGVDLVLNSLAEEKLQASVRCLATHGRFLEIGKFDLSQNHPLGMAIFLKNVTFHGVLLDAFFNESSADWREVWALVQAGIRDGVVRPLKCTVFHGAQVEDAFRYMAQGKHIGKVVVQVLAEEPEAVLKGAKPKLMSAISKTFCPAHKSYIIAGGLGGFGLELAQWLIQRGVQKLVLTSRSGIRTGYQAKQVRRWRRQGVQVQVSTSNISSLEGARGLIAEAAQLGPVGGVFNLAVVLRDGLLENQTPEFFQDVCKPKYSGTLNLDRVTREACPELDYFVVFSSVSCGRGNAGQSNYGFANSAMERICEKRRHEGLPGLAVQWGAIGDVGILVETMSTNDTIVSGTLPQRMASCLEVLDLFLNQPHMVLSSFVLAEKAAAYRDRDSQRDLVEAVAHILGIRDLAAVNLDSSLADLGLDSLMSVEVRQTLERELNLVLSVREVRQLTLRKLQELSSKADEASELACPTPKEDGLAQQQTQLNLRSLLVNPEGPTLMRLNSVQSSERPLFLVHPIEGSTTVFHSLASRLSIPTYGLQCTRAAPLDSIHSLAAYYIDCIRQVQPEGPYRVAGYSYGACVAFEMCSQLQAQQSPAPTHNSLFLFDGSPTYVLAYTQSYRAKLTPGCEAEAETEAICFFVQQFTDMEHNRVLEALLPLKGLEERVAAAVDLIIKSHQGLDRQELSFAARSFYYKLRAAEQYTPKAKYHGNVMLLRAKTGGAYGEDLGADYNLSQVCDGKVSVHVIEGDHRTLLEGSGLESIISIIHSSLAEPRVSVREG
eLon inh – inhibitors of E. coli Lon protease. P0A9M0. purified E. coli Lon protease, fluorescence polarization. inhibition, % at 7.94 µM. 360,000 compounds, 0.42% hits; in the data active = inhibition above about 13%, passing the limit was not always enough;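 also: 0% = enzyme with probe and DMSO and 100% = no enzyme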
Rin1-Abl PPI inh – human Rin1-Abl interaction inhibition | P00519+Q13671 | TR-FRET Rin1/Abl binding, biochemical | inhibition, % at 7.35 µM | 360,000 compounds, 0.4% hits; in the data active = inhibition above about 5%, passing the limit was not always enough
MsrA inh – bovine MsrA inhibition | purified bovine MsrA, absorbance read-out | inhibition, % at 15.5 µM | 360,000 compounds, 0.75% hits | AID 651718; in the data active = inhibition above about 4.5%;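 also: 0% = vehicle wells with enzyme and 100% = reference inhibitor wells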
Neddyl block – cullin neddylation inhibition; P61081+Q13564; TR-FRET cullin neddylation, biochemical; calls only at 25 µM; 360,000 compounds, 0.58% hits; AID 651699; in the data active = inhibition above about 36%
CendR NRP1 mod – NRP-1/CendR interaction modulation. FAM-RPARPAR peptide binding to NRP-1, fluorescence polarization. AID 602438. 360,000 compounds, 0.85% hits. O14786. inhibition, % at 25 µM;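 active = inhibition or corrected inhibition above about 18%, plus a signal ratio from 0.5 to 1.5, limit read from the data, passing the limit was not always enough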; also: strong numbers were not always called active
MT1-MMP act inh – MT1-MMP (human) activation inhibition; P50281; HT1080 RFP-PRO-GFP cells, GFP/RFP ratio fluorescence, overnight; percent of plate control window, DMSO zero; GFP/RFP ratio change, % at 20 µM; 360,000 compounds, 0.061% hits; AID 651647;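 active = GFP/RFP ratio change of at least 30% with cell ATP level not reduced by more than half and red fluorescence within 50% of control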; also: strong numbers were not always called active
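system = RFP-PRO-GFP reporter HT1080 cells | dosing = 20 µM single dose, 1% DMSO | timing = overnight cell settling, then overnight compound exposure, 37 °C, 5% CO2 | read-out basis = GFP/RFP fluorescence ratio | controls = DMSO and RFP-L50D-GFP cell wells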
* = called active by the depositor; i = inactive; . = not tested or not shown. Random draw from the library, and some 4.2% of all compounds hit somewhere here.

SMILES	SKN-1 inh	MsrA act	FAS TE block	eLon inh	Rin1-Abl PPI inh	MsrA inh	Neddyl block	CendR NRP1 mod	MT1-MMP act inh
CSc1ccc(S(=O)(=O)N2CCC(C(=O)NCCc3ccccc3)CC2)cc1	-0.8	-0.4	4.9	11.0	1.8	-0.2	i	2.5	0.3
CC1=C(C#N)C(NC(=O)c2cccc(Cl)c2)(C(F)(F)F)C(=O)N1 (configuration not stated)	-2.9	-1.8	-9.1	-9.3	0.0	0.3	i	6.1	6.4
CCOc1ccc(NC(=O)c2cccc3c2C(=O)N(CC2CCCO2)C3)cc1 (configuration not stated)	-0.9	-1.1	9.8	-6.4	-1.1	-0.2	i	-1.2	5.3
COc1cc(C(=O)NC(C)C2CC3CCC2C3)ccc1OC(F)F (configuration not stated)	4.1	-9.9	14.8	-0.3	5.4	0.2	i	13.9	18.7
COc1cc(-c2nc(S(=O)(=O)c3ccc(C)cc3)c(N(C)C)o2)cc(OC)c1OC	9.7	-6.8	9.1	-5.9	4.5	0.5	i	1.4	-1.1
COc1ccc([C@@H]2[C@@H]3C(=O)N(C(C)(C)C)C(=O)[C@@H]3[C@]3(Cc4ccccc4)C(=O)N(c4cccc(Br)c4)C(=O)N23)cc1	9.6	-3.1	89.7*	0.5	1.1	0.6	i	7.0	-0.8
COC(=O)c1sc2ccccc2c1NC(=O)c1ccc(S(=O)(=O)N2CCCC(C)C2)cc1 (configuration not stated)	-3.1	-2.2	51.8*	6.2	-0.9	-0.7	i	-4.9	-5.6
O=C(C[n+]1cccc(CNC(=O)c2ccc(OC(F)F)cc2)c1)Nc1ccc(SC(F)F)cc1	9.8	-3.6	1.0	-4.7	0.8	-1.5	i	-5.9	0.5
CC(C)N=C1CCCC1C(=S)SSC(=S)C1CCCC1=NC(C)C (configuration not stated)	12.5	-5.5	1.3	-4.6	-1.8	.	i	3.6	-1.2
Cn1ccnc1C(=O)C1CCCN(Cc2cn[nH]c2-c2ccc(-c3ccccc3)cc2)C1 (configuration not stated)	0.4	-0.3	5.9	-9.4	4.9	-0.7	i	-16.3	1.7
COc1ccccc1Nc1ncccc1[N+](=O)[O-]	2.2	-3.7	4.8	3.5	-5.3	0.6	i	9.0	3.2
CC1(C(=O)NNC(=O)c2cccc([N+](=O)[O-])c2)CC1(Br)Br (configuration not stated)	-4.1	-0.7	4.3	-5.4	-1.6	0.9	i	-3.9	-2.2
CC1CN(C(=O)c2ccc(COCC(F)(F)F)o2)CC(C)O1 (configuration not stated)	-0.5	-2.4	-5.6	3.0	0.4	0.6	i	-4.6	3.0
O=C(O/N=C1/CCCc2occc21)c1ccc(Cl)cc1Cl	-10.2	-3.1	23.0	3.3	2.8	-0.3	i	-19.2	3.4
CCCCn1c(N)c(N(CCOC)C(=O)c2ccc(COc3ccccc3)o2)c(=O)[nH]c1=O	-0.4	-3.6	-4.8	-5.7	2.9	0.6	i	-13.0	1.6
COc1ccc(CN(Cc2ccc(OC)cc2)C(=O)c2cccs2)cc1	1.8	-1.2	43.7	-0.1	-0.3	-0.9	i	-5.5	-1.6
O=C(N/N=C/c1cc(Br)ccc1O)C(=O)Nc1ccccc1OC(F)(F)C(F)F	8.0	-3.1	16.0	-10.2	-2.7	-0.6	i	1.1	-11.1
N#Cc1sc2nc3c(cc2c1N)CCCC3	4.9	-3.5	-4.7	-5.7	-3.8	0.8	i	9.2	6.8
O=C(c1ccccc1)N1CCN(C2CCCCC2)CC1	18.4	1.4	-2.6	6.0	-4.5	-0.1	i	7.2	8.3
Cc1onc(-c2c(Cl)cccc2Cl)c1C(=O)OCC(=O)c1ccccc1	-3.6	-13.0	37.9	5.4	2.7	1.0	i	-6.5	-1.1
COc1ccccc1Nc1nc(Cl)nc(Nc2ccccc2OC)n1	5.9	0.1	11.4	-1.4	0.6	0.6	i	26.1*	1.2
COc1cccc(NC(=S)NNC(=O)Cn2nc([N+](=O)[O-])cc2C)c1	-7.9	-6.9	-0.8	-1.4	-1.7	1.6	i	29.7*	4.1
CCOC(=O)c1c(C)[nH]c(C(=O)OCC(=O)N2CC(C)OC(C)C2)c1C (configuration not stated)	-9.2	-13.5	-7.2	-9.4	4.3	-0.4	i	-15.1	1.7
Cc1ccccc1C(=O)N1CCC(n2nccc2NC(=O)CCOc2ccccc2)CC1	-14.6	-7.6	-5.5	-5.5	0.5	-0.2	i	6.7	-0.2
COc1ccc(NC(=O)N/C=C/c2ccco2)cc1	-11.7	-6.6	-7.2	-1.3	4.5	0.9	i	-26.6	-7.7
O=C(CSc1nnc(CNc2ccc(F)cc2)n1Cc1ccco1)NC1CC1	46.4*	-2.6	-0.7	3.9	-5.6	-0.1	i	-5.9	-10.5
C[C@@H]1CN([C@H](C)CO)S(=O)(=O)c2ccc(-c3ccc(C#N)cc3)cc2O[C@H]1CN(C)C(=O)Nc1cc(F)ccc1F	-0.5	-10.8	25.9	-5.5	3.7	0.7	i	0.5	-1.2
COc1cccc(NC(=O)NC2CCCCC2C)c1 (configuration not stated)	5.3	-9.9	-9.4	-8.1	0.3	0.1	i	2.2	3.8
CN1C(=O)CSc2ccc(NC(=O)NCc3ccc(F)cc3)cc21	-3.2	-11.1	16.9	-4.6	-0.7	-1.0	i	-2.5	1.7
CC(C)NC(=O)C1(C)CN(S(C)(=O)=O)CC(=O)N1CCc1ccccc1 (configuration not stated)	-3.7	.	.	.	.	-0.6	i	2.3	2.1

Record cards, from the list above. Values in the order: SKN-1 inh	MsrA act	FAS TE block	eLon inh	Rin1-Abl PPI inh	MsrA inh	Neddyl block	CendR NRP1 mod	MT1-MMP act inh
Entry for `O=C(c1ccccc1)N1CCN(C2CCCCC2)CC1` → 18.4	1.4	-2.6	6.0	-4.5	-0.1	i	7.2	8.3
Entry for `CC(C)NC(=O)C1(C)CN(S(C)(=O)=O)CC(=O)N1CCc1ccccc1` (configuration not stated) → -3.7	.	.	.	.	-0.6	i	2.3	2.1

Remaining list, next part:
SMILES	SKN-1 inh	MsrA act	FAS TE block	eLon inh	Rin1-Abl PPI inh	MsrA inh	Neddyl block	CendR NRP1 mod	MT1-MMP act inh
COc1ccc(CNC(=O)N2CCN(c3cccc(Cl)c3)CC2)cc1OC	6.7	-4.0	-2.6	8.2	2.3	-1.4	i	5.4	0.9
O=C(CSc1cccc[n+]1[O-])c1ccc(-c2ccccc2)cc1	-20.6	-14.4	2.3	11.2	3.2	1.1	i	5.3	-0.3
O=C(Nc1ccc(Oc2ccccc2)nc1)C1CCN(Cc2ccco2)CC1	10.7	2.2	-3.3	-10.2	0.5	-0.1	i	11.7	0.5
COc1ccc(CNC(=O)CN(c2ccc(OC)cc2)S(=O)(=O)c2c(C)nn(C)c2C)cc1	1.4	2.1	-3.1	-1.4	-1.9	-0.1	i	7.1	-3.0
CCCNC(=O)C1CC(c2ccccc2[N+](=O)[O-])=NO1 (configuration not stated)	5.8	0.1	-0.7	4.0	-0.4	-0.2	i	-4.9	-3.4
Fc1ccc(Oc2nnnn2-c2ccccc2)cc1	7.3	-2.2	-1.5	-2.4	-1.0	1.8	i	-0.7	-0.3
COc1cc2nc(NC(=O)c3ccccc3)sc(=O)c2cc1OC	-9.8	-12.7	6.9	0.6	3.0	-0.1	i	5.3	2.0
CC1(C)CN(C(Cc2ccccc2)C(N)=O)C1=O (configuration not stated)	13.3	-1.4	-3.2	0.6	-2.0	-0.2	i	7.0	0.3
COc1cc(/C=C2\SC(=S)N(CCC(=O)Nc3cccc(O)c3)C2=O)cc(OC)c1OC	23.1	-4.1	12.8	-15.7	-2.1	0.6	i	-5.5	10.9
CCOC(=O)C1=C(C)N=C2SC(C)C(=O)N2C1c1ccccc1 (configuration not stated)	0.6	-2.9	0.9	2.5	-2.0	1.3	i	-6.6	-0.4
COc1ccc2cc[nH]c2c1	-8.0	-6.0	-2.8	-2.7	0.6	-0.3	i	3.4	1.1
Cc1ccccc1C(=O)OCC(=O)N(C)c1ccccc1	3.4	-2.4	-1.6	-1.8	-0.4	-0.4	i	13.9	0.9
O=C(COc1cccc(C(F)(F)F)c1)Nc1ccc(S(=O)(=O)N2CCCCC2)cc1	4.4	-3.0	25.4	-0.8	1.4	-1.3	i	13.2	9.5
COC(=O)c1ccccc1NC(=O)C1CCCN(c2nnc(-n3cccc3)s2)C1 (configuration not stated)	6.9	0.1	11.5	-4.6	0.8	-0.1	i	-2.0	3.9
Cc1csc(NC(=O)Cc2c(F)cccc2Cl)n1	-3.8	-3.7	-4.1	-6.9	-0.8	-0.1	i	3.4	-3.1
O=C(O)CC(C(=O)O)n1nc(-c2ccccc2)cc1-c1ccccc1 (configuration not stated)	-9.2	-2.6	2.9	10.4	-3.2	-0.7	i	7.2	0.7
COc1ccc(-c2csc(C(C)(O)c3cccc(F)c3)n2)cc1OC (configuration not stated)	21.3	-5.6	3.9	3.0	1.5	-1.7	i	0.0	2.1
COc1ccc(C(c2nnnn2CC2CCCO2)N2CCC(C(N)=O)CC2)cc1 (configuration not stated)	-6.6	-0.8	-10.4	-7.3	1.5	0.6	i	-3.1	-3.7
O=C(O)c1ccccc1NN=C1CCCCC1	-7.8	-3.9	-9.5	-18.2	-1.1	0.0	i	-6.0	6.8
CN1CCN(C(=O)C2=C[C@@H](c3csc4ccccc34)C[C@@H](OCc3ccc(CO)cc3)O2)CC1	-1.0	-1.0	-0.6	6.0	-1.4	-0.2	i	2.8	3.6
O=C(COc1ccc(S(=O)(=O)NCc2ccccc2)cc1Cl)N1CCOCC1	15.2	-3.9	-7.8	4.4	-3.0	-1.1	i	-14.3	-1.1
COc1ccccc1/C=C1\CCC(C2CCCC2)C1=O (configuration not stated)	6.0	0.1	22.6	2.3	-0.6	0.1	i	1.2	4.6
O=S(=O)(c1ccc(F)cc1)N1CCN(C(=S)NC2CC2)CC1	10.9	-2.1	-5.1	0.9	-1.6	-0.2	i	-0.8	-2.3
O=C(CC(=O)Nc1ccccc1C(=O)O)NNC(=O)Cc1ccccc1	3.4	-3.8	-3.3	-2.3	-1.6	0.3	i	0.4	1.9
Cc1cc(C)c(CN2CCN(CCCn3cnc(C(=O)Nc4ccc(C)c(C)c4)n3)CC2)c(C)c1	9.5	-1.2	12.7	-2.4	-1.1	1.1	i	4.0	-2.0
NS(=O)(=O)c1ccc(CCNC(=O)C2CCN(S(=O)(=O)c3ccccc3)CC2)cc1	1.5	-5.8	-3.2	3.0	1.5	2.0	i	-5.6	5.2
NC(=O)C1CCN(c2oc(/C=C/c3ccccc3)nc2S(=O)(=O)c2ccccc2)CC1	7.1	-10.9	0.4	-12.6	2.8	-1.0	.	0.3	-6.8
O=C(CSc1nnc(-c2ccccn2)n1Cc1ccco1)c1ccc(-c2ccccc2)cc1	7.5	-15.4	51.0*	-7.1	0.4	1.2	i	-16.8	-2.2
CC1CCCCC1NC(=O)COC(=O)c1ccc2ccccc2n1 (configuration not stated)	7.5	-4.4	-2.1	1.2	0.1	0.6	i	-43.1	-4.7
CC(C)N1CCN(c2ccc(S(=O)(=O)N3CCOCC3)cn2)CC1	-13.6	-4.0	-4.3	-4.8	1.2	0.6	i	17.7	-5.0

3 entries already listed, ordered by number of heavy atoms, highest first.
SMILES	SKN-1 inh	MsrA act	FAS TE block	eLon inh	Rin1-Abl PPI inh	MsrA inh	Neddyl block	CendR NRP1 mod	MT1-MMP act inh
O=C(CSc1nnc(-c2ccccn2)n1Cc1ccco1)c1ccc(-c2ccccc2)cc1	7.5	-15.4	51.0*	-7.1	0.4	1.2	i	-16.8	-2.2
NC(=O)C1CCN(c2oc(/C=C/c3ccccc3)nc2S(=O)(=O)c2ccccc2)CC1	7.1	-10.9	0.4	-12.6	2.8	-1.0	.	0.3	-6.8
CC(C)N1CCN(c2ccc(S(=O)(=O)N3CCOCC3)cn2)CC1	-13.6	-4.0	-4.3	-4.8	1.2	0.6	i	17.7	-5.0

Screening results as filed in PubChem.
